CHOP inh = inhibitors of CHOP promoter induction, primary screen, cell-based, unfolded protein response, luciferase reporter. CHO-K1 CHOP-promoter luciferase, tunicamycin-induced, 15-18 h. inhibition, % at 10 µM. 3.8% of 220,000 active. AID 2732, 2010;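 active means compounds that reduced the stress-induced luciferase reporter signal by more than about 70% of percent inhibition, limit read from the data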;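 further: 0% = tunicamycin plus vehicle and 100% = wells without tunicamycin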
PPC-1+TRAIL kill = compounds killing PPC-1 cancer cells with TRAIL present, primary screen, TRAIL potentiator project, ATPLite luminescence, uHTS. PPC-1 cells + TRAIL, ATPLite viability luminescence. cell killing (% activity), % at 4 µM. 0.41% of 220,000 active. AID 1443, 2008;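 active means cell killing above 50% in the first pass at 4 µM, then a duplicate retest at 5 µM averaging 50% or more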;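 further: plate controls were cells with TRAIL plus DMSO for no effect and medium-only wells lacking cells for full effect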
zVAD death inh = inhibitors of zVAD-triggered necroptosis, primary screen, L929 cells; L929 zVAD necroptosis rescue, ATP luminescence, 24 h; with zVAD 60 µM; viability rescue, % at 10 µM; 0.38% of 220,000 active; AID 1377, 2008;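 active means activation, scaled between plate controls, above about 75%, limit read from the data; inactive means activation under that limit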;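 further: 0% = zVAD with DMSO and 100% = DMSO alone without zVAD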
TbHK1 inh = Trypanosoma brucei hexokinase 1 inhibitors, primary screen, biochemical, G6PDH-coupled NADH absorbance, MLSCN library; hexokinase 1 [Trypanosoma brucei]; recombinant TbHK1, G6PDH-coupled NADH A340; inhibition, % at 10 µM; 0.11% of 220,000 active; AID 1430, 2008;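 active means inhibition of 50% or more in the single-dose primary screen; inactive means inhibition below 50%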
FXIIa inh = human FXIIa protease inhibitors, primary screen, biochemical, 1536-well | Coagulation factor XII (Homo sapiens), P00748 | purified FXIIa, Boc-QGR-AMC fluorogenic substrate, 2 h | inhibition, % at 5 µM | 0.3% of 220,000 active | AID 800, 2007; in the data active means inhibition above about 40%;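 further: 0% = enzyme with no compound and 100% = blank without enzyme; many of its hits are not listed in these tables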
Wee1 degr inh = Wee1 degradation inhibitors, primary screen, cell-based, HeLa, Wee1K328M-luciferase, luminescence. Wee1-like protein kinase (Homo sapiens), P30291. HeLa Luc-Wee1K328M stability; 100% = proteasome inhibitor MG132 effect. reporter increase, % at 5 µM. 1.2% of 220,000 active. AID 1321, 2008;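 active means activation above the mean of all tested compounds plus 3 SD, set per screening run, cut at about 8.8% in these data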;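 further: cells exposed to compound for 20 h before luminescence read; 0% = DMSO alone and 100% = MG132 at 30 µM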
Target sequence (P30291 whole entry K328M): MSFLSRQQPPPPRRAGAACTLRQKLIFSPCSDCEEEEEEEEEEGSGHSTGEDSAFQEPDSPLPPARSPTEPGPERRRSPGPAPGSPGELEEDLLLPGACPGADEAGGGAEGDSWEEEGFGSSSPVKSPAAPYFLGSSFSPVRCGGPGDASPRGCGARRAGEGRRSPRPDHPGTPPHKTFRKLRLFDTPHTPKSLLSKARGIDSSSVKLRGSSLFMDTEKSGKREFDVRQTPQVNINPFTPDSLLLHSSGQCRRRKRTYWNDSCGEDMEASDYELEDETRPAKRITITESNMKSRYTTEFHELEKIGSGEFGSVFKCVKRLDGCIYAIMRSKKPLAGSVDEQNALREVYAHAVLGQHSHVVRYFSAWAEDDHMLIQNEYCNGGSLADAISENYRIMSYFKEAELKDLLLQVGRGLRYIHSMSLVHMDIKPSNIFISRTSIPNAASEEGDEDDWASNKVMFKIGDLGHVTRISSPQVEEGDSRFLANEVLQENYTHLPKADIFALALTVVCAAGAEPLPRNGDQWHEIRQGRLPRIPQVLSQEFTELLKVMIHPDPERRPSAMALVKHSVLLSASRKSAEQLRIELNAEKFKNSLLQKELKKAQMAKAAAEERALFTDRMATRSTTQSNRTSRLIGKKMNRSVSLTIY
FXIa inh 1536 = human FXIa protease inhibitors, primary screen, biochemical, 1536-well | Coagulation factor XI (Homo sapiens), P03951 | purified FXIa, Boc-Glu-Ala-Arg-AMC fluorogenic substrate | AID 798, 2007 | 0.14% of 220,000 active | inhibition, % at 5 µM;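 active means inhibition of at least 40%; inactive means inhibition below 40%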;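 further: fluorescence of freed AMC excited at 355 nm; 0% = enzyme without compound and 100% = no enzyme blank; many of its hits are not listed in these tables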
PGE2 EP2 inh = human EP2 receptor antagonists, primary screen, TR-FRET cAMP, C6 glioma cells; Prostaglandin E2 receptor EP2 subtype (Homo sapiens), P43116; C6 glioma cells expressing human EP2; cells stimulated with saturating PGE2; inhibition, % at 25 µM; 0.52% of 260,000 active; AID 1422, 2008;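 active means percent inhibition above 40 after rounding to a whole number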;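 further: rat C6 glioma host cells with rolipram phosphodiesterase inhibitor present; the protocol text gives 20 µM as final concentration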
Target sequence (P43116 whole entry, looked up): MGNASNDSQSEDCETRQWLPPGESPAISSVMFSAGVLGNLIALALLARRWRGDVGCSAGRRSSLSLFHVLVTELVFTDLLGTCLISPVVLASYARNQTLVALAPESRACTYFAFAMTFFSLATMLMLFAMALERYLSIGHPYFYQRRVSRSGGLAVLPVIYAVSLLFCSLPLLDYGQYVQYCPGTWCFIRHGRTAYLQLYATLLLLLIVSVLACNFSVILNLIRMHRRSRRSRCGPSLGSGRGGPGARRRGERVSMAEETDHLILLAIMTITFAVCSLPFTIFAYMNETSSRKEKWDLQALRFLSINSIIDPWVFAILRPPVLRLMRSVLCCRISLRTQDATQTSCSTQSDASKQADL
TNF death inh = inhibitors of TNF-alpha triggered necroptosis, primary screen, cell-based, Jurkat FADD-/-, single concentration; Jurkat FADD-/- TNF necroptosis rescue, ATP luminescence, 24 h; 0 = TNF only, 100 = no-TNF cells; activation (protection from cell death), % at 10 µM; 0.068% of 220,000 active; AID 463075, 2010;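 active means activation, meaning protection from cell death, of at least 50% relative to plate controls; inactive means activation below 50%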;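 further: necroptosis triggered by 40 ng/mL TNF-alpha added together with compound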
* hit, by the source's call; nt = not tested or not shown; & = joins results of further samples.

SMILES	CHOP inh	PPC-1+TRAIL kill	zVAD death inh	TbHK1 inh	FXIIa inh	Wee1 degr inh	FXIa inh 1536	PGE2 EP2 inh	TNF death inh
COc1ccc(C2N3CC4(C)CN2CC(C)(C3)C4)cc1OC (stereo not given)	42	10	1.2	0	5	1	-14	5&14	1.9
CCOC(=O)c1ccccc1NC(=O)CSc1cccc[n+]1[O-]	-20	8	0.2	-1	26	-4	19	18	-0.9
CCn1c(=O)cc(OCC(=O)NCC2CCCO2)c2ccccc21 (stereo not given)	0	12	-0.4	-1	6	0	-4	4	-3.3
O=C(N/N=C/c1c(Nc2cccc(C(F)(F)F)c2)nc2ccccn2c1=O)c1ccccc1	22	23	0.4	-11	11	1	4	22	-5.2
O=C(NCCc1ccccn1)c1ccc(COc2ccccc2)o1	47	19	0.6	1	6	-1	-2	18	-0.7
COc1cccc(NC(=S)C(C#N)=C2N(C)c3ccccc3N2C)c1	-23	-1	-1.1	-16	3	-1	5	2	-0.5
O=C(C(=O)N1CCCc2ccccc21)c1cn(CC(=O)N2CCOCC2)c2ccccc12	17	3	3.7	-14	5	-3	-4	17	0.5
Cc1ccccc1NC1=NCC(c2ccc([N+](=O)[O-])cc2)S1 (stereo not given)	18	6	62	4	10	0	-1	3	1.8
COc1ccc(C(=O)Nc2ccc(CN3CCS(=O)(=O)CC3)cc2)cc1	0	2	0.2	-5	4	3	-2	16	2.5
CNS(=O)(=O)c1cccc(C(=O)OCC(=O)N(Cc2ccccc2)C(C)(C)C)c1	-4	-6	0.7	0	14	6	15	3	-0.7
O=C(CCC(=O)N1CCc2ccccc2C1)N1CCN(S(=O)(=O)c2ccccc2)CC1	0	20	-0.7	2	2	1	1	5	-1.0
O=C(CSc1ncn[nH]1)Nc1ccc(OCc2ccccc2)cc1	-19	12	1.0	-1	0	-1	-4	4	2.2
CNS(=O)(=O)c1ccc(NC(=S)Nc2ccc3c(c2)OCO3)cc1	11	4	1.6	-2	1	-1	-6	8	1.4
c1nc(N2CCCCCC2)c2[nH]cnc2n1	56	15	50	7	10	-2	-1	11	1.0
c1cn(C23CC4CC(CC(C4)C2)C3)cn1	43	14	1.5	3	0	-1	0	8	-0.9
O=C(CCN1CCN(c2ccccc2)CC1)NNC(=S)Nc1ccccc1	6	16	1.6	3	3	-1	-7	8	-0.1
CCCCN(C(=N)N1CCCCC1)c1nc(C)c([N+](=O)[O-])c(=O)[nH]1	23	18	1.3	-14	8	0	4	2	1.4
Cc1cccc(OCCc2nnc(N)s2)c1C	18	15	-0.2	8	8	-1	-1	11	0.0
COc1ccc(OCCCC(=O)Nc2ccc(N3CCCCC3)cc2)cc1	50	-21	1.6	-2	14	-2	3	4	0.5
CN(C)S(=O)(=O)c1cccc(NC(=O)c2cc(-c3cccs3)nn2-c2ccccc2)c1	32	40	3.1	-7	7	0	6	8	2.8

Four entries from above, comma-delimited:
SMILES,CHOP inh,PPC-1+TRAIL kill,zVAD death inh,TbHK1 inh,FXIIa inh,Wee1 degr inh,FXIa inh 1536,PGE2 EP2 inh,TNF death inh
CNS(=O)(=O)c1ccc(NC(=S)Nc2ccc3c(c2)OCO3)cc1,11,4,1.6,-2,1,-1,-6,8,1.4
c1nc(N2CCCCCC2)c2[nH]cnc2n1,56,15,50,7,10,-2,-1,11,1.0
c1cn(C23CC4CC(CC(C4)C2)C3)cn1,43,14,1.5,3,0,-1,0,8,-0.9
O=C(CCN1CCN(c2ccccc2)CC1)NNC(=S)Nc1ccccc1,6,16,1.6,3,3,-1,-7,8,-0.1

The listing continues.
SMILES	CHOP inh	PPC-1+TRAIL kill	zVAD death inh	TbHK1 inh	FXIIa inh	Wee1 degr inh	FXIa inh 1536	PGE2 EP2 inh	TNF death inh
O=C(N/N=C/c1cccnc1)/C(=C\c1cccs1)NC(=O)c1ccccc1	7	7	0.2	-58	14	-3	7	11	-1.2
CCOC(=O)Cc1csc(NC(=O)c2ccc(OC)c(OC)c2)n1	11	11	-0.4	-5	14	1	1	6	-4.0
Cc1cc(C(=O)N2CCN(c3cccc(Cl)c3)CC2)c(C)o1	nt	7	0.4	7	4	2	-19	11	-12
CCOC(=O)Cn1nnnc1CN(Cc1cccs1)Cc1cc2cc(C)cc(C)c2[nH]c1=O	31	-13	0.1	-12	-2	-2	-1	nt	0.4
N#C/C(=C\c1ccc(N2CCOCC2)o1)C(=O)N1CCOCC1	8	13	2.3	37	6	0	4	6	3.9
Nc1sc(-c2ccccc2)cc1-c1n[nH]c(=S)n1C1CCCCC1	-20	12	1.6	-18	11	3	-5	6	-10
NS(=O)(=O)c1cccc(NC(=O)COC(=O)c2cc(Cl)ccc2[N+](=O)[O-])c1	-13	-1	0.2	5	7	1	0	4	0.7
CCSc1nnc(NC(=O)C2Cc3ccccc3CN2S(=O)(=O)CC)s1 (stereo not given)	-2	-1	-0.2	5	9	-2	5	-1	3.1
Cc1cccc(OCc2nc(C#N)c(NCc3ccc4c(c3)OCO4)o2)c1	57	-19	0.4	-2	-8	-3	-6	16	-1.0
COC(=O)c1cn(CC(=O)N2CCCCCC2)c2ccccc12	-9	7	0.3	5	18	-1	8	7	0.9
COc1ccc(S(=O)(=O)N2CCC(C(=O)NCCc3ccc4c(c3)OCO4)CC2)cc1	-30	6	0.4	2	3	-2	4	6	1.7
Oc1ccc(Cl)cc1C=Nc1ccccc1Br	37	-8	0.9	-10	-5	2	-4	1	1.0
CCOc1ccc(C(=O)NC(=S)Nc2ccccc2N2CCC(C)CC2)cc1[N+](=O)[O-]	-4	7	0.5	-17	-8	0	-6	6	-1.8
O=[N+]([O-])c1cc2c(cc1/C=N/n1cnnc1)OCO2	6	6	0.7	-5	11	4	3	4	-0.3
CN(C(=O)COC(=O)c1ccc(NS(=O)(=O)c2cccs2)cc1)C1CCCCC1	-2	-4	-0.2	-5	13	2	12	7	0.5
C(=N\N1CCN(C2c3ccccc3-c3ccccc32)CC1)/c1cccnc1	56	11	-0.4	-10	25	0	18	15	-1.4
C=CCn1c(COc2ccc3c(c2)CCCC3)nnc1SCC(=O)Nc1cccc(SC)c1	-11	13	0.2	3	12	-1	1	8	-2.5
Cc1ccc(/C(N)=N/OC(=O)c2cccs2)cc1	-3	39	-0.8	21	4	5	-1	10	1.1
CCC(=O)N1CCc2cc(S(=O)(=O)CCC(=O)Nc3cccc(C)n3)ccc21	7	11	3.7	-4	-4	1	-10	10	0.0
O=C(c1ccc(-c2cc3ccccc3oc2=O)cc1)N1CCN(c2ccc(Cl)cc2[N+](=O)[O-])CC1	66	5	3.1	-12	6	1	5	1	2.6
O=C(CN1CCSC1=NCc1ccccc1)c1ccccc1	18	11	0.2	4	2	-1	3	7	3.1
OC(Cc1cccnc1)(Cc1cccnc1)c1cc2ccccc2[nH]1	9	2	0.7	14	1	1	-4	12	1.4
CC(=O)Nc1ccc2oc(-c3ccccc3)nc2c1	-10	50	20	-5	2	6	-6	1	-0.3
Cc1cc(NC(=O)c2coc(=O)c(Br)c2)ccc1C(C)C	10	3	-1.1	-1	6	-1	6	4	-28
Cc1onc(-c2ccccc2)c1C(=O)Nc1nc(-c2cc(F)ccc2F)cs1	1	8	-0.2	-1	10	4	1	19	-2.9
CSc1nc2ccc(NC(=O)c3ccco3)cc2s1	-18	6	0.7	-5	8	2	3	18	-0.1
CC(C)C1C(c2ccccc2)N(C)C(c2ccccc2)CC1(O)c1ccccc1 (stereo not given)	73*	-4	1.9	5	7	1	-4	10	1.3
Cc1[nH]c2c(C)cccc2c1CCNC(=O)c1ccc2c(c1[N+](=O)[O-])C(=O)c1ccccc1C2=O	-1	33	28	-10	15	1	2	1	-21
CCC(=O)/C=C1\Sc2ccc(OC)cc2N1CCO	24	-22	-0.1	-23	14	-4	6	14	-1.1
O=C(N/N=C/c1cccc([N+](=O)[O-])c1)c1nc2ccccc2c(=O)[nH]1	-19	2	1.6	-10	6	3	3	5	1.0
CCOC(=O)Cc1csc(NC(=O)c2sc3nc4c(C)cc(C)cc4cc3c2N)n1	34	7	-0.3	-11	-1	1	-1	19&8	-2.5
CCc1ccc(S(=O)(=O)NCc2cn3cccc(C)c3n2)s1	17	4	0.0	0	0	-1	-5	7	-7.1
CCOC(=O)C1=C(C)C/C(=N\NC(=O)c2ccccc2O)CC1	9	5	0.0	-33	6	4	4	6	-8.0
O=C(CN1C(=O)NC2(CCCCCCC2)C1=O)NCc1ccc2c(c1)OCO2	2	19	0.6	-1	-9	-3	5	3	-1.0
O=c1c(-c2ccc(Cl)cc2)coc2c(CN3CCOCC3)c(O)ccc12	34	-6	-0.1	-20	-3	-1	-13	3	-7.0
CCC(C)NC(=O)C1CC(c2ccc(OC)cc2)=NO1 (stereo not given)	-10	15	0.0	11	19	1	4	8	0.8
N#CCCn1cc(C(CC(=O)c2ccccc2)C(=O)O)c2ccccc21 (stereo not given)	-23	15	0.5	-5	19	-3	9	13	-1.5
NC(=O)c1ccccc1NS(=O)(=O)c1ccc(F)cc1	12	15	2.7	-7	8	-5	-4	9	-0.5
CCO[C@@H]1OC(C(=O)NC2CC2)=C[C@H](c2csc3ccccc23)[C@H]1CCCO	-2	5	-0.1	5	12	2	1	9	1.5
CC(=O)c1ccc(NC(=O)/C(=C\c2ccccc2)NC(=O)c2ccco2)cc1	-4	-8	7.3	-17	5	-2	-4	9	1.8

Three entries out of the list, ordered by length of the SMILES, smallest number first.
SMILES	CHOP inh	PPC-1+TRAIL kill	zVAD death inh	TbHK1 inh	FXIIa inh	Wee1 degr inh	FXIa inh 1536	PGE2 EP2 inh	TNF death inh
CSc1nc2ccc(NC(=O)c3ccco3)cc2s1	-18	6	0.7	-5	8	2	3	18	-0.1
OC(Cc1cccnc1)(Cc1cccnc1)c1cc2ccccc2[nH]1	9	2	0.7	14	1	1	-4	12	1.4
N#CCCn1cc(C(CC(=O)c2ccccc2)C(=O)O)c2ccccc21 (stereo not given)	-23	15	0.5	-5	19	-3	9	13	-1.5

Source: PubChem BioAssay (several laboratories)

A portion of the library, so the mix of outcomes need not match the whole.
